Kir21 inh: inhibitors of mouse Kir2.1 inward-rectifier potassium channel | Inward rectifier potassium channel 2 (Mus musculus), P35561 | HEK293-Kir2.1, FluxOR thallium flux fluorescence; stronger effect = lower value | B-score at 10 µM | 310,000 tested, 0.85% active | AID 1672, 2009;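 active = fluorescence ratio B-score at or below minus 3 SD of library scores, with starting-brightness B-score within 2 SD, cut at about -4.2 in these data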;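 note: channel flux triggered by added potassium and thallium sulfate stimulus; B-score of peak minus minimum fluorescence over baseline after thallium stimulus; more negative B-score means stronger Kir2.1 block with less thallium influx; some compounds called inactive have numbers as strong as hits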
Target sequence (P35561 whole entry, looked up): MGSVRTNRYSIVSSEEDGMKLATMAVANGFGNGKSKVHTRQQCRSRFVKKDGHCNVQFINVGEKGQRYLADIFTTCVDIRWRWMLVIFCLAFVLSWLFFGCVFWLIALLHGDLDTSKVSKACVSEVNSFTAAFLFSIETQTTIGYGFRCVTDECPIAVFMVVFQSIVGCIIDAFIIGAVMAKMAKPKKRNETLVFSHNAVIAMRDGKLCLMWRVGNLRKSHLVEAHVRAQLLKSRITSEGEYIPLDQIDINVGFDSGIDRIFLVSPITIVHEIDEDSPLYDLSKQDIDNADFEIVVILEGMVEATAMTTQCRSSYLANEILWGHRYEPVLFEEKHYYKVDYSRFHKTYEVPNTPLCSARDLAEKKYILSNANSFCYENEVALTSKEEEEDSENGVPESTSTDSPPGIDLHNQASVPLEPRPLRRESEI
KCNQ2 block: KCNQ2 potassium channel inhibitors, primary screen, cell-based, CHO-K1, FluxOR thallium flux, B-score (AID 2156); 20 min; stronger effect = lower value; 310,000 tested, 1.1% active; B-score at 10 µM; Potassium voltage-gated channel subfamily KQT member 2 (Rattus norvegicus), O88943;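 active = fluorescence ratio B-score at most minus 3 library SDs, with starting brightness B-score within 2 library SDs, cut at about -5.5 in these data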
STK33 kinase inh: inhibitors of purified STK33 kinase, primary screen, biochemical, ADP-Glo luminescence, homogeneous, cell-free. Serine/threonine-protein kinase 33 (Homo sapiens), Q9BYT3. MBP phosphorylation. inhibition, % at 10 µM. 320,000 tested, 0.073% active;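 active = inhibition at or above 25%, using the most active replicate where run in duplicate; inactive = inhibition below 25%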
Target sequence (Q9BYT3 whole entry, looked up): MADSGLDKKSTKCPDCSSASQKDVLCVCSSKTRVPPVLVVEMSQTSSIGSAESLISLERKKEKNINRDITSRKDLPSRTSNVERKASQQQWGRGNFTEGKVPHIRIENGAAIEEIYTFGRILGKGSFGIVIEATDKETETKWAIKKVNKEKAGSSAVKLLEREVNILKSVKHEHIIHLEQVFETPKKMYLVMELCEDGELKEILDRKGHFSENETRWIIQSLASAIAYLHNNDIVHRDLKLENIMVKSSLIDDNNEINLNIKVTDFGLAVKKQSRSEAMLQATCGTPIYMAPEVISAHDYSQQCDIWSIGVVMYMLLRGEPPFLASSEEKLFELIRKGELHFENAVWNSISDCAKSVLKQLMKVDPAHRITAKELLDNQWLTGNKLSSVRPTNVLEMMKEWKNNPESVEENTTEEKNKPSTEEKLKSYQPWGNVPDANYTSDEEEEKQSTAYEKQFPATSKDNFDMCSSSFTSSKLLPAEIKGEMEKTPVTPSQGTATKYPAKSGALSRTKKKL
Starred values were filed as active, the others as inactive; i = inactive; . = not tested or not shown.

Kir21 inh	KCNQ2 block	STK33 kinase inh	SMILES
0.41	i	0.4	CCc1ccc(NC(=O)C(=O)NCCN2CCN(S(C)(=O)=O)CC2)cc1
2.07	i	-1.8	Cc1cc(NC(=O)CCC(=O)N(Cc2ccc(F)cc2)C(C(=O)NC2CCCC2)c2ccco2)no1 (configuration not stated)
-4.32*	i	-0.4	CCN(CC)c1nc2ccccc2nc1-n1nc(C)cc1C
-1.33	i	-1.0	NC(=S)c1cnn2c(-c3cccc(C(F)(F)F)c3)ccnc12
2.91	i	0.3	Cc1ccccc1C(=O)NC(=S)N(C)C1CCCCC1
0.6	i	0.4	Cc1ccc(C(=O)CCC(=O)N2CCC(C(N)=O)CC2)cc1
-1	i	-0.4	Cc1ccccc1OCc1nnc(SCC(=O)Nc2c(C)n(C)n(-c3ccccc3)c2=O)n1-c1ccccc1
0.08	i	-0.2	COc1ccccc1C(=O)NCc1ccccc1
0.85	i	-2.0	Cc1cc(CSc2ccccc2)ccc1NC(=O)c1cccc([N+](=O)[O-])c1
-3.07	i	-0.4	CC(C)C(=O)Nc1ccc(Cl)cc1-c1nc2ccccc2[nH]c1=O
0.01	i	2.5	Nc1nc(-c2ccc(-n3nncc3-c3ccco3)cc2)cs1
-2.93	i	2.2	C=CCc1ccc(OCC(O)CN2CCC(Cc3ccccc3)CC2)c(OC)c1 (configuration not stated)
0.76	i	7.3	COc1ccc2[nH]c(C(=O)N/N=C/c3ccc(O)cc3O)cc2c1
-1.39	i	-1.8	Cc1c(C(=O)NC2CCCc3ccccc32)oc2ccccc12 (configuration not stated)
-0.49	i	0.2	Cc1ccc(Cn2nnc3c(=O)[nH]c(C4CCN(S(=O)(=O)c5cc(C)ccc5C)CC4)nc32)cc1
0.29	i	-1.3	COc1ccc(-c2ccc(C)cc2)cc1[C@H]1[C@@H]2C=CCC[C@@]2(C)C(=O)N1Cc1ccccc1
1.13	i	-1.1	NC12CCc3c(no[n+]3[O-])C1(O)CC(c1ccccc1)=[N+]2[O-] (configuration not stated)
0.95	i	-0.4	Cc1ccc(S(=O)(=O)N2CCN(C(=O)c3ccccc3Cc3ccccc3)CC2)c(C)c1
0.04	i	-1.8	Cc1ccc(NC(=O)C2CCN(S(=O)(=O)c3ccc4[nH]c(=O)oc4c3)CC2)cc1F
-3.1	i	1.0	O=Cc1cn(-c2ccccc2)nc1-c1ccncc1
-1.58	i	0.7	CCN(CC)c1ccc(NC(=O)C2=CCN(S(=O)(=O)c3ccc(F)cc3)CC2)c(C)c1
-1.06	i	-2.2	Nc1nonc1-c1nc2ccccc2n1Cc1ccccc1
-2.43	i	0.5	CN1CCN(CC#CCC2(O)c3ccccc3-c3ccccc32)CC1
-1.76	i	-2.0	O=C(CCNS(=O)(=O)c1cccs1)NC1CCN(Cc2ccccc2)CC1
0.61	i	-1.6	Fc1ccccc1-c1nc2c(s1)CCc1onc(-c3ccc(Br)cc3)c1-2
-2.34	i	0.2	COCCNCC(=O)Nc1ccccc1Sc1ccccc1
-2.5	i	0.2	Cc1cc(C)cc(NC(=S)/C(=C(\[O-])c2ccc(Cl)cc2Cl)[n+]2ccc(C(C)(C)C)cc2)c1
-0.01	i	-1.5	COc1cc(OC)c(C2=NOC(C(=O)Nc3cc(C)nn3-c3ccccc3)C2)cc1Cl (configuration not stated)
-0.14	-5.75*	-0.6	CCC(C(=O)NCc1ccco1)N(C(=O)CNS(=O)(=O)c1ccccc1)c1ccc(OC)cc1 (configuration not stated)
0.65	i	0.1	COc1ccc(CCNC(=S)NC(=O)c2ccccc2)cc1OC
1.17	i	2.4	CC(=O)C1C(=O)c2c(cccc2[N+](=O)[O-])C1=Nc1ccc(S(N)(=O)=O)cc1 (configuration not stated)
0.32	i	-1.9	O=C(CN1C(=O)NC2(CCCCCC2)C1=O)NCc1ccco1
0.49	i	0.8	CC(Cc1ccccc1)NC(=O)CN1C(=O)c2ccccc2S1(=O)=O (configuration not stated)
-0.75	i	-1.2	Cc1ccc(C(C2C(=O)CC(C)(C)CC2=O)C2C(=O)CC(C)(C)CC2=O)s1
-1.34	i	-0.1	CCN(CC)c1ccc(/C=N/N2C(C)CCCC2C)c(O)c1 (configuration not stated)
-0.08	i	1.9	Cn1c(SCc2ccccc2F)nnc1-c1ccccn1
2.08	i	-0.5	O=C(Cc1cccs1)N1CCCC(c2nc3c(nnn3Cc3cccc(Cl)c3)c(=O)[nH]2)C1 (configuration not stated)
-0.01	i	3.7	COc1cc(/C=C2\C(=N)N3N=C(S(C)(=O)=O)SC3=NC2=O)ccc1OS(=O)(=O)c1ccccc1
-0.65	i	-0.8	CC(C)c1ccc(NC(=O)COC(=O)[C@H](CCC(N)=O)NC(=O)c2ccc(F)cc2)cc1
2.64	i	-1.1	C/C(=N\N1C(=O)c2ccccc2NC1c1ccco1)c1ccccc1O (configuration not stated)
-0.77	i	-1.6	CSCCC(NC(=O)c1ccccc1)C(=O)O (configuration not stated)
1.25	i	-1.8	C[C@]12CC(O)C3C(CCC4=CC(=O)CC[C@@]43C)C1CCC2c1csc(-c2ccccc2)n1 (some centres not stated)
-1.52	i	-1.3	Cc1cc(OCC(=O)Nc2ccccc2C(N)=O)c2c(C)cc(=O)oc2c1
2.19	i	.	CCCCC(c1nnnn1CS(=O)(=O)c1ccc(C)cc1)N1CCC(C(N)=O)CC1 (configuration not stated)
0.01	i	0.9	COc1cc(Br)c(C(=O)c2nccc3cc(OC)c(OC)cc23)cc1OC
0.04	i	0.4	CCCCn1c(N)c(N(CC(C)C)C(=O)CSc2n[nH]c(-c3ccc(C)cc3)n2)c(=O)[nH]c1=O
0.68	i	-0.7	C/C(CC(=O)Nc1ccc(Cl)c(C(F)(F)F)c1)=N\NC(=O)c1cccc(O)c1
-1.22	i	0.0	Cc1cccc(NC(=O)CC2S/C(=N/c3nccs3)N(C)C2=O)c1 (configuration not stated)
1.78	-7.02*	-0.7	c1ccc(N2CCN(c3ccccc3)C2c2cccs2)cc1
-0.15	i	-1.6	COc1ccc(/C(C)=N/Nc2ncc(Cl)cc2Cl)c(O)c1
0.92	i	0.4	COc1ccc(NC(=O)c2cc(-c3ccc(C)cc3)on2)cc1
-0.7	i	-0.5	CCCNC(=O)C1CCN(S(=O)(=O)c2ccc(Br)cc2)CC1
1.43	i	-0.7	CCN(C(=O)Nc1ccccc1OC)c1c(N)n(Cc2ccccc2)c(=O)[nH]c1=O
0.4	i	.	CCN(CC)c1ncn(Cc2c(Cl)cccc2Cl)c2ncnc1-2
0.82	i	-0.4	CC(C)(C)c1ccc(C(=O)NNC(=O)c2ccncc2)cc1
0.08	i	0.2	Cc1ccccc1N1C(=O)C2C3CC(=O)C(c4ccccc43)C2C1=O (configuration not stated)

Reformatted: entries from further up
Values run as follows: Kir21 inh	KCNQ2 block	STK33 kinase inh
CCN(C(=O)Nc1ccccc1OC)c1c(N)n(Cc2ccccc2)c(=O)[nH]c1=O
→ 1.43	i	-0.7
CCN(CC)c1ncn(Cc2c(Cl)cccc2Cl)c2ncnc1-2
→ 0.4	i	.
CC(C)(C)c1ccc(C(=O)NNC(=O)c2ccncc2)cc1
→ 0.82	i	-0.4
Cc1ccccc1N1C(=O)C2C3CC(=O)C(c4ccccc43)C2C1=O (configuration not stated)
→ 0.08	i	0.2

Carrying on.
Kir21 inh	KCNQ2 block	STK33 kinase inh	SMILES
1.14	i	2.2	CCc1ccc(NC(=O)CCNS(=O)(=O)c2cccc3nsnc23)cc1
0	i	1.3	O=C1N(Nc2ccccc2)C(c2ccc(Br)cc2)C12CCCCC2 (configuration not stated)
0.28	-5.55*	-0.2	Cc1onc(-c2c(Cl)cccc2Cl)c1CO/N=C(\C#N)c1c(Cl)cccc1Cl
0.63	i	-1.4	CCOC(=O)N/N=C/c1ccc(OC)c(O)c1
0	i	-1.7	CCOc1ccccc1CNCc1ccc(F)cc1
0.37	i	3.3	Cc1ccc(C2N=C(N)Nc3nc4ccccc4n32)cc1 (configuration not stated)
1.08	i	-1.0	COc1ccc(N(CC(=O)N2CCN(Cc3ccccc3)CC2)S(C)(=O)=O)cc1
-1.57	i	-2.7	CCOC(=O)C1=C(COC(=O)/C=C/c2cc(Br)ccc2F)NC(=O)NC1C (configuration not stated)
-0.67	i	.	COc1ccc(C(=O)NC2CCCCCC2)cc1S(=O)(=O)N1CCCC1
-1.41	i	.	Cc1cc(S(=O)(=O)Nc2ccc(C(=O)NCc3cccnc3)cc2)ccc1F
-0.61	i	0.1	COc1ccc(CCNC(=O)CSc2nc(-c3ccco3)cc(C(F)(F)F)n2)cc1OC
2.26	i	-1.2	C/C=C\C(=O)Nc1cccc(C2=NOC3(C2)C[C@@H](C(N)=O)N(C(=O)c2ccc(Cl)cc2)C3)c1 (some centres not stated)
-2.48	i	0.5	CCC1(c2ccc(F)cc2)NC(=O)N(CC(=O)c2ccc[nH]2)C1=O (configuration not stated)
-0.31	i	0.9	COc1ccc(OC)c2[nH]c(=O)c(CCNS(=O)(=O)c3ccc(C)cc3)cc12
-0.81	i	-0.1	COCCNc1nc(NCc2ccccc2)c2cnn(C)c2n1
-0.42	i	-1.0	O=C(c1ccccc1)c1ccc(OCC(O)CN2CCOCC2)cc1 (configuration not stated)
0.89	i	0.0	CN(C)Cc1c(C(=O)N/N=C/c2ccccc2OCc2ccc(F)cc2)nnn1-c1nonc1N
0.25	i	-1.8	Cc1noc2ncnc(Oc3ccc(Cl)cc3Cl)c12
2.46	i	-0.1	CCOC(=O)c1cnc(NCc2ccccc2)nc1C
-0.81	i	0.6	CCOC(=O)c1cnn(Cc2cccc(Cl)c2)c1C
1.89	i	0.2	CCOC(=O)N1CCC(N2Cc3cccc(C(=O)N4CCN(c5cccc(C)c5C)CC4)c3C2=O)CC1
-0.86	i	-0.8	COCCn1c(SC2CCOC2=O)nc2ccccc2c1=O (configuration not stated)
-0.22	i	-0.6	Cc1cc(C)c(C)c(S(=O)(=O)NNC(=O)c2cccc(S(=O)(=O)N3CCOCC3)c2)c1C
0.94	i	-0.7	Cc1cc2nnc(SCC(=O)Nc3cc(S(=O)(=O)N4CCOCC4)ccc3Cl)n2c2ccccc12
0.27	i	0.9	COc1c(C)cccc1C(=O)NCc1ccc2c(c1)OCO2
0.1	i	-1.1	O=C(N/N=C/c1ccc(OC(=O)c2ccc([N+](=O)[O-])cc2)cc1)c1cccnc1
0.05	i	-0.2	Cc1ccc(N2CC(C(=O)Nc3ccccc3C(=O)N3CCOCC3)CC2=O)cc1 (configuration not stated)
0.08	i	2.8	Clc1ccccc1OCc1nnc(-c2ccccc2)o1
1.14	i	.	COc1ccccc1Cn1c(/C=C/c2ccccc2)nc2ccccc21
0.53	i	-1.2	C(#CCN1CCOCC1)COCCOC(c1ccccc1)c1ccccc1
-0.33	i	-0.3	CC(=O)c1ccc(N2CCN(S(=O)(=O)c3cccc4nonc34)CC2)cc1
0.28	i	-1.2	COC(=O)c1cn(NC(=O)c2ccc([N+](=O)[O-])cc2Cl)c(=O)c2ccccc12
0.41	i	-1.1	CC(C)OC(=O)c1ccc(NC(=O)c2ccccc2)cc1
-0.63	i	0.8	COc1cccc(/C=N/Nc2nc3ccccc3n3cnnc23)c1O
0.73	i	0.9	CC(=O)c1cccc(NC(=O)c2cc(-n3cnnc3)ccc2Cl)c1
-0.29	i	-0.6	Cc1ccc(C)c(N2CCN(C(=O)c3cc(S(=O)(=O)N4CCOCC4)cn3C)CC2)c1
0.91	i	-1.8	COc1cc(C(=O)O/N=C2\C=CC(=O)C(C)=C2)cc(OC)c1OC
0.27	i	0.1	O=C(Nc1ccc(N2CCOCC2)cc1)C1CCN(C(=O)OCc2ccccc2)CC1
-0.05	i	0.2	COc1ccccc1NC(=O)Nc1nc(CC(=O)Nc2cc(F)ccc2F)cs1
-0.9	i	2.5	COc1cccc2c3c(c(=O)[nH]c12)CCC(C)(C)O3
-1.06	i	-0.3	COc1ccc(CN2C(=O)CSC2c2ccccn2)cc1 (configuration not stated)
0.01	i	-0.5	COc1ccc([N+](=O)[O-])cc1N/C(=N/S(=O)(=O)c1ccccc1)c1ccccc1
0.08	i	-0.2	Cc1ccc2c(c1)c1c3n2CCN(C=O)C3CCC1 (configuration not stated)
1.54	i	-0.6	O=C1Nc2cc(Cl)c(Cl)cc2N(O)N1c1ccc(Cl)cc1
3.28	i	2.0	COc1ccc(N(CC(=O)Nc2nc3ccc(C)cc3s2)S(=O)(=O)c2c(C)nn(C)c2C)cc1
0.88	i	-1.5	COc1ccc(C(CNC(=O)COc2ccccc2OC)N(C)C)cc1OC (configuration not stated)
1.5	i	-1.2	CN1C(=O)c2cccc(NCCCCCCN3C(=O)c4ccccc4C3=O)c2C1=O

5 entries from above, with values under each structure.
Below each compound – Kir21 inh, KCNQ2 block, STK33 kinase inh
Cc1cc(C)cc(NC(=S)/C(=C(\[O-])c2ccc(Cl)cc2Cl)[n+]2ccc(C(C)(C)C)cc2)c1
  -2.5, i, 0.2
COc1cc(OC)c(C2=NOC(C(=O)Nc3cc(C)nn3-c3ccccc3)C2)cc1Cl (configuration not stated)
  -0.01, i, -1.5
CCC(C(=O)NCc1ccco1)N(C(=O)CNS(=O)(=O)c1ccccc1)c1ccc(OC)cc1 (configuration not stated)
  -0.14, -5.75*, -0.6
COc1ccc(CCNC(=S)NC(=O)c2ccccc2)cc1OC
  0.65, i, 0.1
CC(=O)C1C(=O)c2c(cccc2[N+](=O)[O-])C1=Nc1ccc(S(N)(=O)=O)cc1 (configuration not stated)
  1.17, i, 2.4

Assay outcomes as filed in PubChem BioAssay.
